TRHR agonist: agonists of human TRH receptor; P34981; TRHR cells, calcium flux fluo-8, FDSS agonist mode; 0.18% of 360,000 active; activation, % at 2 µM; in the data active means activation above about 30%; further: 0% is about no effect
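TRHR-expressing cells, plated overnight in medium with 10% serum, were loaded with fluo-8 calcium dye at room temperature. After a 10 s baseline, library compound was pin-added and calcium release was recorded kinetically (ex 480/em 530) as agonist response.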
TrxR1 substrate: substrates of rat thioredoxin reductase 1. purified TrxR1 substrate turnover, NADPH consumption readout. Potency, µM (top dose mostly 114 µM), for the others: top-dose activity change, negative = substrate turnover. 0.01% of 390,000 active. AID 588456; further: potency means the concentration at half of the fitted maximal effect; on the % scale 0 is the no-effect control and ±100 the full control effect; nearly all actives have a fitted effect of over 50% in size
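Rat TrxR1, dispensed at 90 nM, was prereduced with 400 uM NADPH (final) for 5 min at ~22 deg C, then incubated with compound 15 min before 400 uM selenite. A first-read NADPH fluorescence drop versus no-compound background flagged substrates.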
D2 ag: D2 dopamine receptor (human) agonism; P14416; HEK293 T-REx D2 cells, calcium flux agonist mode; activation, % at 2 µM; 0.53% of 340,000 active; AID 485358;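 active means activation over 3 SD above normal in the single-dose calcium agonist read, cut at about 30% in these data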; further: 0% is about no effect
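Calcium-flux readout, 1 cycle/sec over 180 s following compound pin transfer, in inducible HEK293 Trex D2 cells (force-coupled); dopamine controls included. Positive calcium responses during this window marked compounds as potential agonists.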
Pin1 inh: blocks the human prolyl isomerase Pin1; Pin1 FP peptide displacement, HiFluor488, 10 min; Potency, µM (titrated, usually from 115 µM), inactives show top-dose activity, negative = inhibition, usual class: inhibitors; Q13526; 0.009% of 390,000 active; active means well fitted inhibition curve with a large enough effect in the polarisation, with a control signal flat, not every such curve was filed as active; inconclusive means small, poorly fitted or top-dose-only effect, or effect the other way, or a change in a side signal; inactive means no such curve, though single readings can be large or run the other way; the % refers to the polarisation; further: potency means the concentration at half of the fitted maximal effect; on the % scale 0 is the no-effect control and ±100 the full control effect
Target sequence (Q13526 whole entry, looked up): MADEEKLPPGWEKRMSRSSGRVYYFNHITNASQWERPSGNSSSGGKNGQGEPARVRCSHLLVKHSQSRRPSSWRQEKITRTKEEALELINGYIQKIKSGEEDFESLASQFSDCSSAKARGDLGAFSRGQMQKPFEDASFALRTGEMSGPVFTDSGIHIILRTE
mIDH1 inhibitor: blocks human mutant IDH1 R132H enzyme | 0.093% of 390,000 active | Potency, µM (doses to about 76.6 µM), without a hit: top-dose activity change, negative = inhibition, hits mostly inhibitors | IDH1-R132H enzyme, NADPH consumption, diaphorase/resazurin fluorescence | O75874; further: potency means the concentration at half of the fitted maximal effect; on the % scale 0 is the no-effect control and ±100 the full control effect; nearly all actives have a fitted effect of over 65% in size
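IDH1-R132H (0.5 ug/mL) preincubated 30 min with compound, then NADPH (0.016 mM) and alpha-KG (2 mM) added; 80 min at RT, pH 7.5. Remaining NADPH coupled via diaphorase/resazurin to fluorescence (540/590 nm); concentration-response curves normalized to no-enzyme control.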
USP1 inh: USP1/UAF1 (human) deubiquitinase inhibition; O94782; recombinant USP1/UAF1, Ub-Rhodamine cleavage fluorescence; Potency, µM (titrated, usually from 57.1 µM), inactives show top-dose activity change, negative = inhibition, actives largely listed as inhibitors; 0.23% of 390,000 active; AID 743255; further: potency means the concentration at half of the fitted maximal effect; on the % scale 0 is the no-effect control and ±100 the full control effect; nearly all actives have a fitted effect of over 60% in size; inactives centre near -12
Target sequence (O94782 whole entry, looked up): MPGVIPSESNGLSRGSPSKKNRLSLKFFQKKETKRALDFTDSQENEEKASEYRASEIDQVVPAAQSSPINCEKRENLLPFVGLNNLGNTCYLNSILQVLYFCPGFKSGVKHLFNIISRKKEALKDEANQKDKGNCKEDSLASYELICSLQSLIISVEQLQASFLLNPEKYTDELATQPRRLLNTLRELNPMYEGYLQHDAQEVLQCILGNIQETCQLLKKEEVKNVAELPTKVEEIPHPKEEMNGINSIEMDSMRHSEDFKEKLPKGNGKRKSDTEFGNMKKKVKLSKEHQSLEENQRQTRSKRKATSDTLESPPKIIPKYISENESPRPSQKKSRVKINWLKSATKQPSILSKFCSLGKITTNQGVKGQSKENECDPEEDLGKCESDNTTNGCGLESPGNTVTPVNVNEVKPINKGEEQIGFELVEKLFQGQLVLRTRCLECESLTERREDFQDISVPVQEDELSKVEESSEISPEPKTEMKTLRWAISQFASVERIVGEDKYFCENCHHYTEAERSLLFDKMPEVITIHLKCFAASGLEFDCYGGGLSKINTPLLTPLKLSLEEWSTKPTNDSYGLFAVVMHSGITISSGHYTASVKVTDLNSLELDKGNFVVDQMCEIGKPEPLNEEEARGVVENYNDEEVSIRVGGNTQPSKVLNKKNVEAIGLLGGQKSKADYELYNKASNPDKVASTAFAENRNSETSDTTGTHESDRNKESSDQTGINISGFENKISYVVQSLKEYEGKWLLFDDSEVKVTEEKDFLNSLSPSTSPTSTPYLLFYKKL
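USP1/UAF1 complex (1 nM) preincubated 15 min at room temperature with compound, then Ub-Rho substrate (150 nM final) added. Kinetic fluorescence at 480/540 nm over 6 reads at 60 s intervals; 50 mM HEPES pH 7.8, 0.5 mM EDTA, 0.1 mg/ml BSA, 1 mM TCEP, 0.01% Tween-20.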
TRHR PAM: allosteric enhancers of human TRH receptor. TRHR cells, fluo-8 calcium fluorescence, EC20 TRH enhancement. AID 493056. enhancement, % at 2 µM. 0.66% of 360,000 active; in the data active means enhancement above about 30%; further: 0% is about no effect
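TRHR-expressing cells loaded with fluo-8 calcium dye were read kinetically (ex 480/em 530) during compound addition, then stimulated with an EC20 of TRH (10 nM final). Enhancement of the Gq-mediated intracellular calcium response was scored.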
TrxR1 inh: blocks rat thioredoxin reductase 1; recombinant rTrxR1, NADPH fluorescence consumption, selenite substrate; Potency, µM (doses to about 114 µM), inactives show at the top dose activity change, negative = inhibition, hits mostly inhibitors; 1% of 390,000 active; O89049; further: potency means the concentration at half of the fitted maximal effect; on the % scale 0 is the no-effect control and ±100 the full control effect; nearly all actives have a fitted effect of over 65% in size
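Rat TrxR1 (90 nM in the dispensed reagent) was pre-reduced with 400 uM NADPH for 5 min at room temperature, then incubated with compound for 15 min. After 400 uM selenite was added, NADPH fluorescence (Ex 340/Em 450 nm) was followed for 8 min.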
D2 antag: D2 dopamine receptor (human) antagonism. P14416. HEK293 TREx D2 cells, calcium flux, dopamine EC80. inhibition, % at 10 µM. 2% of 340,000 active; in the data active means inhibition above about 30%; further: 0% is about no effect
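Tetracycline-induced HEK293 TREx cells expressing D2 receptor forced-coupled to calcium signalling, loaded with no-wash calcium dye. Compounds added and calcium flux read 180 s, then dopamine added at EC80 and read a further 180 s.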
Active calls of the source: *; ? = inconclusive; · = no result given; & = joins results of further samples; [ ] = another dose, or the depositor's remark. Unless noted, the call rests on the fitted dose curve; in most records, active means well fitted inhibition curve with a large enough effect; inconclusive means small, poorly fitted or top-dose-only effect; inactive means no such curve, though single readings can be large or run the other way. A portion of the library; count on the stated rates, not on these rows.

SMILES	TRHR agonist	TrxR1 substrate	D2 ag	Pin1 inh	mIDH1 inhibitor	USP1 inh	TRHR PAM	TrxR1 inh	D2 antag
O=C(N/N=C/c1ccncc1)c1cc([N+](=O)[O-])cc([N+](=O)[O-])c1O	-0.5	-12%	-0.2	?	2%	-19%	1	-30%	0
Cc1cccc(C)c1-n1nnnc1SCC(=O)N1CCNC1=O	-0.1	-4%	-0.5	-4%	5%	-10%	-3	-10%	24
NS(=O)(=O)c1cccc(NC(=O)c2cccc(N3C(=O)c4ccccc4C3=O)c2)c1	·	-9%	·	-7%	4%	-15%	·	-14%	·
CC1CCN(C(=O)CN2c3ccc(Br)cc3-c3ccccc3S2(=O)=O)CC1	-0.6	12%	·	3%	0%	-11%	4	36%	·
O=C(CN1CCN(Cc2ccccc2)CC1)N1CCCc2ccccc21	-0.3	4%	-1.0	3%	8%	6%	-2	19%	32*
CC(C)(C)NC(=O)CN1CCCN(C(=O)c2cccc(S(=O)(=O)N3CCc4ccccc43)c2)CC1	0.1	3%	-1.7	5%	3%	-26%	-20	?	0
Cc1cc(C)c(C)c(C(=O)C(=O)c2ccccc2)c1	·	14%[57.1 µM]	·	-10%	0%	-14%	·	10%[11.4 µM]	·
O=C(N/N=C/c1ccccc1)c1ccc(OCc2ccccc2)cc1	-0.8	-4%	-0.4	-3%	-14%	-8%	2	6%	11
COc1ccc(OC)c(CN2CCN(S(=O)(=O)c3ccccc3)CC2)c1	0.1	-1%&-8%[57.1 µM]	0.3	?	12%&24%	-17%&-9%	-4	0%&-7%[57.1 µM]	·
COC(=O)c1ccccc1NC(=S)NC(=O)C1CC1	0.4	10%	-0.7	3%	0%	-15%	6	?	0
CC(=O)N1CCN(c2ccc(NC(=O)c3ccc4c(c3)OCO4)cc2)CC1	0.8	28%[57.1 µM]	-0.6	0%	7%	-14%	1	22%[57.1 µM]	-25
COc1ccc(N2CC(C(=O)N[C@H](C(=O)NC(C)c3ccccc3)C(C)C)CC2=O)cc1 (stereo not given in full)	-0.2	-2%	0.3	0%	0%	-5%	9	-1%	-8
CN1CCN(CCCNC(=O)c2ccc3c(c2)N(Cc2ccccc2)CCS3)CC1	0.1	174%[activator]	-0.2	0%	-8%	-26%	-1	32%[activator]	15
COc1ccc(S(=O)(=O)N2CCNC(=O)C2)cc1Br	4.6	-2%[57.1 µM]	14	1%	-3%	-11%	4	15%	-23
O=C(C1CCN(S(=O)(=O)c2cccc3nsnc23)CC1)N1CCCCC1	0.0	-4%	1.0	0%	-6%	-17%	17	-3%	15

(continued)
SMILES	TRHR agonist	TrxR1 substrate	D2 ag	Pin1 inh	mIDH1 inhibitor	USP1 inh	TRHR PAM	TrxR1 inh	D2 antag
CCOc1ccc(CN(CCO)CCO)cc1[N+](=O)[O-]	-0.4	-2%	-0.7	0%	5%	-9%	-5	-2%	1
O=C(N/N=C/c1ccccn1)c1cc(Br)ccc1O	-0.7	-10%	0.5	0%	0%	-11%	-2	-6%	16
CC(NC(=O)c1cccnc1)C(c1cccs1)N1CCOCC1 (stereo not given)	0.3	-1%	1.3	-4%	2%	-7%	0	-8%	-4
CCCc1nc(SCC(=O)N2CCc3ccccc32)c2c(=O)n(C)c(=O)n(C)c2n1	0.9	·	0.0	·	·	·	-8	·	10
Cc1cc(Nc2cc(F)ccc2C)n2ncnc2n1	-0.7	5%[57.1 µM]	-1.7	-6%	-10%	-6%	6	22%[57.1 µM]	-6
O=c1[nH]c(CN2CCN(CCO)CC2)nc2ccccc12	0.0	6%	-0.9	0%	1%	-16%	5	12%	1
Cc1c(Cl)cccc1NS(=O)(=O)c1ccccc1	·	26%[57.1 µM]	·	-2%	7%	-7%	·	45%[57.1 µM]	·
CCOC(=O)C1CCCN(C(=O)c2ccccc2NS(=O)(=O)c2ccc(F)cc2)C1 (stereo not given)	·	-4%[2.29 µM]	·	-2%	3%	-10%	·	6%[57.1 µM]	·
CCCCC(O)(CCCC)C(=O)NN(C(=O)c1cccnc1Cl)c1ccccc1	0.1	-22%[57.1 µM]	0.7	-4%	1%	-10%	-5	13%[57.1 µM]	6
COc1ncnc2sc(-c3ccccc3)cc12	-0.1	16%	1.7	5%	4%	-18%	0	-2%	-5
O=C(CNS(=O)(=O)c1ccccc1)N/N=C\c1ccc(Cl)cc1	-0.4	-3%	-0.4	1%	3%	-11%	-1	-1%	-7
Cc1ccc(-c2nnc(N3CCC(C)CC3)c3ccccc23)cc1C	-0.5	4%[57.1 µM]	1.3	-1%	-15%	-21%	0	21%[57.1 µM]	13
COC(=O)C1=C(C(=O)OC)SC(=C2C(=S)C(C)(C)N(C(=O)CC(C)C)c3ccccc32)S1	-0.2	-12%	0.4	-6%	7%	-18%	-1	-11%	30*
COc1ccccc1NC(=O)C(=O)NCc1ccncc1	0.0	7%[57.1 µM]	-1.1	7%	4%	-6%	7	10%[57.1 µM]	-17
CC(=O)c1ccc(NC(=O)CSc2nc3[nH]ncc3c(=O)[nH]2)cc1	-0.1	-3%	-0.4	114%[activator]	4%	-17%	3	-11%	0

More results follow:
SMILES	TRHR agonist	TrxR1 substrate	D2 ag	Pin1 inh	mIDH1 inhibitor	USP1 inh	TRHR PAM	TrxR1 inh	D2 antag
CCOc1ccc(CN2CCN(CCCc3ccccc3)C(CCO)C2)cc1 (stereo not given)	0.2	-10%	-0.1	1%	-6%	4%	0	-13%	6
Cn1cc([N+](=O)[O-])cc1-c1nc2ccccc2n1C	-0.5	-7%	1.4	-6%	-14%	-21%	5	6%	0
Cn1c(NC(=O)Cc2cccs2)cc(=O)n(C)c1=O	0.3	7%	1.8	1%	13%	-8%	-1	28%	-7
CCOc1nc(-c2ccc(C)cc2)ccc1-c1noc(-c2cccnc2)n1	0.6	·	-0.6	·	·	·	4	·	-1
COc1ccc2[nH]c(C(=O)N/N=C/c3ccc(OC)c(O)c3)cc2c1	-0.6	0%	-0.3	1%	-6%	-14%	-8	-2%	-2
CSc1nc(-c2ccc(Cl)cc2)nc(N)c1C#N	-0.2	2%	·	0%	0%	-8%	8	23%[57.1 µM]	·
CCc1ccc(CNC(=O)c2ccc(NC(=O)C3=CSCCO3)cc2)cc1	-0.5	-5%	0.0	3%	1%	-25%	-3	-3%	-10
COC(=O)C(NC(=O)CN1C(=O)c2ccccc2C1=O)c1ccc(O)c(OC)c1 (stereo not given)	0.5	-1%	0.1	2%	13%	-23%	1	14%	-1
O=C(CSc1nccn1-c1cccc(Cl)c1)Nc1ccc2c(c1)OCO2	-0.4	3%[57.1 µM]	0.8	10%	-7%	-4%	-10	13%[57.1 µM]	·
CCOc1cc(C(=O)OC(C)C(=O)Nc2ccc(S(N)(=O)=O)cc2)ccc1OCC(=O)N1CCOCC1 (stereo not given)	0.2	-5%[57.1 µM]	-0.3	5%	-1%	-7%	6	0%[57.1 µM]	-3
CCC1=NN2C(=N)/C(=C/c3ccc(OS(=O)(=O)c4ccccc4)c(OC)c3)C(=O)N=C2S1	0.1	2%	-0.3	1%	-12%	-9%	-9	2%	12
O=C(NNC(=O)C1CC=CCC1)c1ccccc1O (stereo not given)	0.6	18%	1.2	-1%	1%	-16%	5	10%	-3
CCOC(=O)c1c(C)c(-c2ccccc2)n(CC(=O)Nc2cc(C)ccc2OC)c1C	0.4	-2%	0.4	0%	-8%	-9%	3	8%	·
CCN(CC)S(=O)(=O)c1cc(NC(=O)[C@@H](NC(N)=O)C(C)C)ccc1C	-0.1	-2%[57.1 µM]	1.9	3%	6%	-9%	3	39%[activator][57.1 µM]	3
CC(C)CNC(=O)C1CCN(c2ccc(S(=O)(=O)N3CCOCC3)cc2)CC1	1.3	-4%	-0.3	3%	13%	0%	-4	6%	14

Remaining list, next part:
SMILES	TRHR agonist	TrxR1 substrate	D2 ag	Pin1 inh	mIDH1 inhibitor	USP1 inh	TRHR PAM	TrxR1 inh	D2 antag
Cn1ccnc1C(=O)c1cc(SCC(=O)NC2CC2)nc2ccccc12	0.3	-6%	0.3	-5%	-5%	-10%	1	-7%	0
COC(=O)C1(CCSC)NC(c2ccccc2F)C2C(=O)N(c3ccc4c(c3)OCCO4)C(=O)C21 (stereo not given)	0.3	-7%	1.9	0%	-11%	2%	-4	13%	17
Cc1ccc(/S(C)=N/S(=O)(=O)c2ccc(C)cc2)cc1 (stereo not given)	0.0	12%[57.1 µM]	0.0	5%	2%	-12%	3	-11%[57.1 µM]	0
O=C(NCCSCc1ccco1)c1ccc(CN2CCOCC2)cc1	1.3	5%	1.0	9%	6%	-3%	7	23%	15
Cc1cc(=O)oc(C)c1C(=O)Nc1cccnc1Cl	0.5	4%	0.0	5%	-2%	-7%	2	16%	13
C=CCc1ccccc1OCC(O)CN(CC)CC (stereo not given)	0.1	0%[57.1 µM]	-0.4	-3%	4%	-13%	5	?	-19
CC(=O)Nc1ccc(S(=O)(=O)NCc2cccnc2)cc1	0.5	15%[57.1 µM]	1.9	-7%	3%	-17%	3	14%[57.1 µM]	7
Cc1cc(Nc2cccc(C(F)(F)F)c2)nc2ccc(NC(=O)c3cncc(Br)c3)cc12	-0.8	-5%	-1.1	11%	7%	?	2	6%	·
COc1ccc(/C=C/C(=O)O)cc1S(=O)(=O)N1CCC(Cc2ccccc2)CC1	0.1	-2%	-0.8	-10%	15%	-3%	3	-7%	-4
CCOc1ccc(-c2ccc(CO)o2)cc1N	-0.2	5%[57.1 µM]	-0.6	-1%	2%	-18%	-1	13%[57.1 µM]	·

Reprinted at random: two records from the list
SMILES	TRHR agonist	TrxR1 substrate	D2 ag	Pin1 inh	mIDH1 inhibitor	USP1 inh	TRHR PAM	TrxR1 inh	D2 antag
COC(=O)C1(CCSC)NC(c2ccccc2F)C2C(=O)N(c3ccc4c(c3)OCCO4)C(=O)C21 (stereo not given)	0.3	-7%	1.9	0%	-11%	2%	-4	13%	17
C=CCc1ccccc1OCC(O)CN(CC)CC (stereo not given)	0.1	0%[57.1 µM]	-0.4	-3%	4%	-13%	5	?	-19

Screening results (PubChem)
